Screening data deposited in PubChem by Broad Institute.
T cruzi growth: blocks T. cruzi growth in NIH3T3 culture; T. cruzi beta-gal in NIH3T3, GalScreen luminescence, 90 h; AID 624255; inhibition, % at 8.34 µM; actives 5.9% (n = 77,000);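 active means mean inhibition above about 93%, with at least 55% of replicates each passing it, limit read from the data, passing the limit was not always enough; inconclusive means only one of those two conditions holds; inactive means neither condition holds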
GASC1 inh: inhibitors of human demethylase GASC-1 KDM4C; Q9H3R0; GST-KDM4C 2-372, H3K9me3 peptide, LANCE TR-FRET; inhibition, % at 12.5 µM; actives 0.15% (n = 96,000); AID 720574;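 active means mean replicate inhibition above about 25%, with at least 55% of replicates also reaching it, limit read from the data, passing the limit was not always enough; inconclusive means only one of those two conditions met; inactive means neither condition met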
Target sequence (Q9H3R0 2-372 limits assumed): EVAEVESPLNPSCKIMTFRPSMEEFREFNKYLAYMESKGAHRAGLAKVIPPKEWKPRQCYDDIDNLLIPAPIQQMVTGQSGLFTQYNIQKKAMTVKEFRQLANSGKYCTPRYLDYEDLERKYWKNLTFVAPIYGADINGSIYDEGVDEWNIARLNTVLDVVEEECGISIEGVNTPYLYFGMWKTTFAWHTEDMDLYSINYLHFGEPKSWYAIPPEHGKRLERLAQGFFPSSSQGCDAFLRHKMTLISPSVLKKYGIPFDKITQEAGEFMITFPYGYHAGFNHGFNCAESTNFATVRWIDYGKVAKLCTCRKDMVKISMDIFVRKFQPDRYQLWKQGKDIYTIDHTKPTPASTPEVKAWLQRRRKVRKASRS
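Compound: one test concentration per compound; Material: GST-GASC-1 enzyme fragment 2-372; Amount: GASC-1 enzyme at 10 nM final in reaction; Also added: H3K9me3 peptide substrate, Fe(II), 2-oxoglutarate; Technique: LANCE TR-FRET; Times: 30 min demethylation and 1 h detection at room temperature.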
C diff growth: C. difficile growth inhibition; AID 1259249; actives 0.25% (n = 86,000); Clostridium difficile clinical isolate growth, OD600, 24 h; hits give low values; growth activity, negative = inhibition, % at 16 µg/mL (by protocol);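 active means mean growth activity at or below -80% and every replicate also at or below -80%; inconclusive means mean at or below -80% but some replicate above -80%; inactive means mean growth activity above -80%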;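 further: 0% = DMSO wells and -100% = levofloxacin 16 µg/mL wells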
Pf Dd2 growth: inhibitors of Plasmodium falciparum Dd2 growth. actives 2.3% (n = 94,000). P. falciparum Dd2 growth, SYBR Green, 72 h; hits give low values. activity change, % at 10 µM; in the data active means activity change below about -80%; inconclusive means no clear call, values can overlap the other calls
Active calls of the source: *; ? = inconclusive; . = not tested or not shown; & = joins results of further samples.

SMILES | T cruzi growth | GASC1 inh | C diff growth | Pf Dd2 growth
COCCNC(=O)C[C@H]1CC[C@H]2[C@H](COc3ccc(NC(=O)Cc4ccccc4)cc3C(=O)N2C)O1 | 15 | 0.9 | 79 | 14
CNC[C@H]1Oc2c(NC(=O)Nc3c(C)noc3C)cccc2C(=O)N([C@H](C)CO)C[C@H]1C | 19 | -1.0 | 3 | -30
Cc1ccc(S(=O)(=O)Nc2ccc3c(c2)C(=O)N([C@@H](C)CO)C[C@@H](C)[C@H](CN(C)C)OCCCC[C@H](C)O3)cc1 | 56 | -2.5 | -7 | 15
C[C@@H]1CCCCO[C@@H](CN(C)C(=O)Cc2ccccc2)[C@@H](C)CN([C@H](C)CO)C(=O)c2cc(NS(C)(=O)=O)ccc2O1 | 10 | 1.7 | 0 | 16
O=C(Cc1ccccn1)N[C@@H]1CC[C@@H](CCn2cc(-c3cccnc3)nn2)O[C@@H]1CO | 7 | 2.1 | 4 | 1
C[C@@H]1CN([C@H](C)CO)S(=O)(=O)c2ccc(-c3ccncc3)cc2O[C@@H]1CN(C)C | 19 | -4.0 | 2 | 16
N#C[C@@H]1N[C@@H](CO)[C@@H]1c1ccc(C#CC2CCCC2)cc1 | 92 | 5.2 | -1 | 20
COc1ccccc1C#Cc1cnc2c(c1)C(=O)N([C@H](C)CO)C[C@H](C)[C@@H](CN(C)C(C)=O)O2 | 14 | -1.8 | 2 | -12
C[C@H](CO)N1C[C@H](C)[C@H](CN(C)Cc2ccc(Cl)c(Cl)c2)Oc2c(NC(=O)Nc3ccccc3)cccc2C1=O | 58 | -0.8 | 11 | -40
CCCNC(=O)Nc1ccc2c(c1)C(=O)N(C)C[C@H](OC)[C@H](C)CN(C(=O)C1CCCCC1)[C@H](C)CO2 | -25 | -1.0 | -3 | 48
CCNC(=O)C[C@H]1CC[C@@H]2[C@H](COC[C@@H](O)CN2C(=O)Nc2cccc(OC)c2)O1 | . | -0.1 | 3&0 | 28
C[C@@H]1CN([C@H](C)CO)C(=O)c2cc(NC(=O)Cn3cnnn3)ccc2O[C@H]1CN(C)Cc1ccc(C(=O)Nc2ccccc2N)cc1 | . | -0.2 | -2 | 26
Cc1ccccc1S(=O)(=O)N1CCCCN2[C@H](C1)[C@@H](c1ccc(-c3cncnc3)cc1)[C@@H]2CO | 78 | -4.3 | -2 | -10
CCC(=O)N1C[C@H](C)[C@H](OC)CN(C)C(=O)c2ccc(NC(=O)C3CCCCC3)cc2OC[C@@H]1C | 22 | 0.0 | -4 | .
Cc1noc(C)c1S(=O)(=O)Nc1ccc2c(c1)C(=O)N([C@@H](C)CO)C[C@H](C)[C@H](CN(C)CC1CCCCC1)OCCCC[C@@H](C)O2 | -33 | 2.7 | -2 | -48
CO[C@@H]1CN(C)C(=O)c2cc(NC(=O)CC(F)(F)F)ccc2OC[C@@H](C)N(C(=O)C2CCOCC2)C[C@H]1C | -44 | 0.1 | 1 | 9
CC(C)CC#Cc1ccc2c(c1)O[C@@H](CN(C)C(=O)CC1CC1)[C@@H](C)CN([C@@H](C)CO)S2(=O)=O | . | -1.2 | 3 | -37
C[C@H](CO)N1C[C@H](C)[C@@H](CN(C)Cc2ccccc2)Oc2cc(-c3ccccc3)ccc2S1(=O)=O | 67 | 0.0 | 15 | -41
O=S(=O)(c1cccs1)N1CCCCN2[C@H](CO)[C@H](c3ccc(-c4ccccc4)cc3)[C@H]2C1 | 88 | -0.5 | 52 | -1
CN1C(=O)c2cc(NC(=O)C3CC3)ccc2OC[C@H]2O[C@@H](CC(=O)NCCN3CCCC3)CC[C@H]21 | 4 | -0.3 | -3 | 1

Fetched by compound from the entries so far (four):
SMILES | T cruzi growth | GASC1 inh | C diff growth | Pf Dd2 growth
C[C@@H]1CN([C@H](C)CO)C(=O)c2cc(NC(=O)Cn3cnnn3)ccc2O[C@H]1CN(C)Cc1ccc(C(=O)Nc2ccccc2N)cc1 | . | -0.2 | -2 | 26
O=S(=O)(c1cccs1)N1CCCCN2[C@H](CO)[C@H](c3ccc(-c4ccccc4)cc3)[C@H]2C1 | 88 | -0.5 | 52 | -1
O=C(Cc1ccccn1)N[C@@H]1CC[C@@H](CCn2cc(-c3cccnc3)nn2)O[C@@H]1CO | 7 | 2.1 | 4 | 1
CCCNC(=O)Nc1ccc2c(c1)C(=O)N(C)C[C@H](OC)[C@H](C)CN(C(=O)C1CCCCC1)[C@H](C)CO2 | -25 | -1.0 | -3 | 48

(further entries)
SMILES | T cruzi growth | GASC1 inh | C diff growth | Pf Dd2 growth
OC[C@@H]1Nc2ccc(C#Cc3cccc(F)c3)cc2[C@H]2NCC[C@@H]12 | . | -0.7 | -13 | -88*
O=C(c1ccncc1)N1C[C@H]2[C@@H](c3ccccc31)[C@@H](CO)N2C(=O)Nc1ccc(F)cc1 | 16 | 3.3 | -1 | -40
C[C@@H]1CN([C@H](C)CO)C(=O)c2cc(NC(=O)c3ccncc3)ccc2O[C@@H](C)CCCCO[C@H]1CN(C)Cc1ccccc1 | 98* | 0.0 | -3 | -22
COc1ccc(CN(C)C[C@H]2OCCCC[C@@H](C)Oc3ccc(NC(=O)c4ccncc4)cc3C(=O)N([C@@H](C)CO)C[C@H]2C)cc1 | 13 | 4.1 | 4 | 4
CCC(=O)N1CC2(C1)[C@@H](c1ccccc1)[C@H](CO)N2CC1CCOCC1 | . | -0.6 | 1 | 13
CO[C@@H]1CN(C)C(=O)c2cc(NC(=O)NC(C)C)ccc2OC[C@@H](C)N(Cc2ccc(-c3ccccn3)cc2)C[C@@H]1C | -78 | 0.9 | -3 | -13
C[C@H](CO)N1C[C@H](C)[C@H](CN(C)S(=O)(=O)c2ccc(Cl)cc2)Oc2c(NC(=O)C3CC3)cccc2C1=O | -8 | -1.4 | 6 | -18
CNC[C@@H]1Oc2ccc(NC(=O)NC3CCCCC3)cc2C(=O)N([C@@H](C)CO)C[C@H]1C | -60 | 1.2 | -4 | 2
COc1ccc(NC(=O)Nc2ccc3c(c2)C(=O)N([C@H](C)CO)C[C@H](C)[C@H](CN(C)Cc2ccccc2)O3)cc1 | -1 | -1.2 | -1 | 7
CCCNC(=O)N1CC2(CN(S(=O)(=O)CC)C2)c2c(n(C)c3cc(OC)ccc23)[C@@H]1CO | . | 0.5 | 11 | -22
CCCC#Cc1ccc2c(c1)O[C@@H](CN(C)C(=O)c1ccccn1)[C@@H](C)CN([C@@H](C)CO)S2(=O)=O | 13 | -0.4 | 0 | -15
CCCNC(=O)N1CCC2(CC1)CN(C(C)=O)[C@H](CO)c1[nH]c3cc(OC)ccc3c12 | . | 1.4 | 0 | 20
Cc1ccc(-c2ccc([C@@H]3[C@H](CO)N4CCCCN(C(=O)Nc5cccc(F)c5)C[C@@H]34)cc2)cc1 | 81 | . | -98* | -42
C/C=C/c1ccc2c(c1)O[C@@H](CN(C)C(=O)Cc1ccccc1)[C@H](C)CN([C@@H](C)CO)S2(=O)=O | 55 | -0.3 | -8 | -40
Cc1ccc(S(=O)(=O)N(C)C[C@@H]2OCCCC[C@H](C)Oc3ccc(NC(=O)Nc4ccc(C(F)(F)F)cc4)cc3C(=O)N([C@H](C)CO)C[C@@H]2C)cc1 | . | -1.1 | 0 | -58
C[C@@H]1CN([C@H](C)CO)C(=O)Cc2cc(NC(=O)CCN3CCOCC3)ccc2O[C@H]1CN(C)S(=O)(=O)c1ccccc1 | . | 1.9 | -4&-4 | 2
CS(=O)(=O)N1[C@H](CO)[C@@H](c2ccc(C#Cc3cccc(F)c3)cc2)[C@@H]1C#N | 94 | -0.9 | -3 | -39
CCCN1[C@H](C(=O)NC2Cc3ccccc3C2)[C@@H](CO)[C@@H]2Cn3c(ccc(C4=CCCC4)c3=O)[C@@H]21 | 90 | 8.7 | 4 | -21
CC(C)(O)C#Cc1ccc([C@@H]2[C@H](CO)N3CCCCN(C(=O)c4cccnc4)C[C@@H]23)cc1 | -6 | 1.5 | -8 | 37
CO[C@H]1CN(C)C(=O)c2cc(NC(=O)Nc3cccc(F)c3)ccc2OC[C@@H](C)N(C(=O)Nc2c(C)noc2C)C[C@H]1C | 6 | -0.6 | . | -11
Cc1noc(C)c1NC(=O)N[C@@H]1C=C[C@H](CC(=O)N2CCN(C)CC2)O[C@H]1CO | -45 | 0.1 | 2 | 5
C[C@@H]1CN([C@H](C)CO)C(=O)c2cc(NC(=O)NC3CCCCC3)ccc2O[C@@H](C)CCCCO[C@@H]1CN(C)C(=O)Nc1ccc(F)cc1 | . | -1.9 | 11 | -88*
CC(C)CC#Cc1ccc([C@@H]2[C@H](CO)N3C(=O)CN(C(=O)NC4CCCCC4)C[C@@H]23)cc1 | . | -1.9 | -4 | -13
CO[C@@H]1CN(C)C(=O)c2ccc(NC(=O)NC(C)C)cc2OC[C@@H](C)N(C(=O)CC2CC2)C[C@H]1C | 43 | -0.2 | 2 | 14
CNC[C@@H]1Oc2ccc(NS(=O)(=O)c3cn(C)cn3)cc2CC(=O)N([C@@H](C)CO)C[C@H]1C | -23 | 0.6 | -2 | 14
CO[C@@H]1CN(C)C(=O)c2cc(NS(=O)(=O)c3ccc(C)cc3)ccc2OC[C@@H](C)N(Cc2nccs2)C[C@@H]1C | 2 | -0.2 | 2 | -13
CN1c2ccc(-c3cccc(F)c3)cc2[C@@H]2[C@@H](CCN2C(=O)C2CCC2)[C@H]1CO | . | 0.5 | 0 | -24
CCC(=O)N1C[C@@H](O)COC[C@@H]2O[C@@H](CC(=O)NCC3CCCCC3)CC[C@H]21 | 58 | -0.8 | 0&-7 | -15
CC(=O)N(C)C[C@H]1[C@H](c2ccccc2)[C@@H](CO)N1C(=O)C1CC1 | 9 | -2.0 | -4 | 1
C[C@@H]1CN([C@@H](C)CO)C(=O)c2cccc(NC(=O)Nc3ccc(C(F)(F)F)cc3)c2O[C@H]1CN(C)S(=O)(=O)c1cn(C)cn1 | 5 | -2.5 | . | -22
C[C@@H]1CCCCO[C@H](CN(C)Cc2ccccc2)[C@@H](C)CN([C@@H](C)CO)C(=O)c2cc(NS(=O)(=O)c3ccccc3)ccc2O1 | -68 | 2.5 | . | -41
CO[C@@H]1CN(C)C(=O)c2cc(NC(=O)Nc3ccc(C(F)(F)F)cc3)ccc2OC[C@H](C)NC[C@@H]1C | -2 | 0.6 | . | ?
CC(=O)N1[C@@H]2Cn3c(cccc3=O)[C@H]1[C@@H](C(=O)N[C@@H](C)c1ccccc1)[C@@H]2CO | . | -0.1 | -5 | -19
Cc1ccc(S(=O)(=O)N(C)C[C@@H]2OCCCC[C@@H](C)Oc3ccc(NC(=O)C4CCCCC4)cc3C(=O)N([C@H](C)CO)C[C@@H]2C)cc1 | 11 | -0.6 | 0 | -89*

Ordered by the number under GASC1 inh (ascending): some entries from above.
smiles | GASC1 inh
CCC(=O)N1C[C@@H](O)COC[C@@H]2O[C@@H](CC(=O)NCC3CCCCC3)CC[C@H]21 | -0.8
Cc1ccc(S(=O)(=O)N(C)C[C@@H]2OCCCC[C@@H](C)Oc3ccc(NC(=O)C4CCCCC4)cc3C(=O)N([C@H](C)CO)C[C@@H]2C)cc1 | -0.6
CC(=O)N1[C@@H]2Cn3c(cccc3=O)[C@H]1[C@@H](C(=O)N[C@@H](C)c1ccccc1)[C@@H]2CO | -0.1
CNC[C@@H]1Oc2ccc(NS(=O)(=O)c3cn(C)cn3)cc2CC(=O)N([C@@H](C)CO)C[C@H]1C | 0.6
